# NOD2 RIPK2 PPI: NOD2-RIPK2 protein interaction inhibition; CHO BLA complementation NOD2-RIPK2, CCF4 ratio; hit rate 0.38% among 360,000; inhibition, % at 4.98 µM; in the data active = inhibition above about 21%;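 also: 0% = vehicle only and 100% = reference blocker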
# NR5A2 inv ag: suppresses constitutive activity of human LRH-1; O00482; HEK293T StAR-luciferase reporter, LRH-1 transfected, 24 h; inhibition, % at 3.6 µM; hit rate 0.13% among 360,000; AID 602396;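 active = inhibition above the mean inhibition of all tested compounds plus 3 SD, cut at about 73% in these data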;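 also: 0% = DMSO wells and 100% = reporter-only cells lacking LRH-1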
# TWEAK-Fn14 inh: TWEAK-Fn14 signaling inhibition. hit rate 2% among 360,000. TWEAK-stimulated Fn14 reporter cells, luciferase luminescence, 8 h. inhibition, % at 10 µM; in the data active = inhibition above about 50%
# COUP-TFII inh: blocks human COUP-TFII nuclear receptor. P24468. HEK293T NGFI-A luciferase reporter, luminescence. inhibition, % at 8.6 µM. hit rate 0.7% among 370,000;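 active = inhibition above a per-plate cutoff, mean inhibition of test wells between control levels plus 3 SD, cut at about 38% in these data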;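 also: cells cotransfected with COUP-TFII expression vector driving the NGFI-A reporter; 0% = median of COUP-TF2 test wells and 100% = reporter-only cells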
# SRC1 inh: inhibitors of human steroid receptor coactivator 1 (SRC1) | HEK293 GAL4-SRC1 luciferase reporter, luminescence | inhibition, % at 3.6 µM | hit rate 0.12% among 360,000;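 active = inhibition above the campaign mean plus 3 SD, with each screening campaign given its own cutoff, cut at about 60% in these data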;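 also: 0% = DMSO treated cells and 100% = gossypol at 36 µM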
# TLR9-MyD88 block: TLR9-MyD88 interaction inhibition. Q9NR96+Q99836. CHO BLA complementation TLR9-MyD88, CCF4 FRET ratio. hit rate 0.21% among 340,000. AID 504734. inhibition, % at 4.98 µM;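 active = inhibition above the mean over all tested compounds plus 3 SD, cut at about 21% in these data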;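 also: 0% = DMSO only wells and 100% = clavulanate BLA inhibitor control wells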
# TROY NFkB inh: inhibitors of TROY-dependent NF-kB signaling | Q293 LMP1-TROYcd NF-kB luciferase reporter, 4 h | hit rate 0.98% among 360,000 | inhibition, % at 10 µM;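 active = compounds whose plate-normalised and pattern-corrected inhibition of the luciferase reporter signal at the single screening dose is 50% or more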
# SRC2 inh: inhibits human steroid receptor coactivator 2; HEK293 GAL4-SRC2 luciferase reporter, luminescence; inhibition, % at 9 µM; hit rate 0.17% among 370,000;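 active = inhibition above the mean inhibition of all tested compounds plus 3 SD, set per campaign, cut at about 52% in these data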;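 also: 0% = DMSO treated cells and 100% = cells given Gossypol at 36 µM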
# C8 TRAIL sens: caspase-8 TRAIL sensitization; NB7+C8 cells + TRAIL, ATPlite viability luminescence; inhibition (viability loss, TRAIL sensitization), % at 10 µM; hit rate 1% among 360,000; AID 624354;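 active = compounds causing at least 50% loss of cell viability in the single-dose screen, relative to plate controls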
# LMP1 NFkB inh: Epstein-Barr LMP1 NF-kappaB reporter inhibition. LMP1-induced NF-kappaB luciferase reporter cells, luminescence. inhibition, % at 12.5 µM. hit rate 0.69% among 350,000. AID 504558; in the data active = inhibition above about 41%;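 also: 0% = neutral control wells and 100% = reference inhibitor control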
# SRC3 inh: inhibits human SRC3 coactivator. Q9Y6Q9. hit rate 0.17% among 360,000. inhibition, % at 3.6 µM. HEK293 GAL4-SRC3 luciferase reporter, luminescence;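 active = inhibition above a per-campaign cutoff, the mean of all compounds plus 3 SD, cut at about 60% in these data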;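 also: 0% = DMSO-treated cells and 100% = gossypol-treated cells at 36 µM; higher means less SRC3-driven luciferase light from the GAL4 reporter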
# * = called active by the depositor; nt = not tested or not shown; & = joins results of further samples. This is a subset (hit frequency here may not be typical).
# The opening 6 records (preview)
# Values in the order – NOD2 RIPK2 PPI	NR5A2 inv ag	TWEAK-Fn14 inh	COUP-TFII inh	SRC1 inh	TLR9-MyD88 block	TROY NFkB inh	SRC2 inh	C8 TRAIL sens	LMP1 NFkB inh	SRC3 inh
O=C(Cn1c(=O)oc2ccccc21)NCc1ccco1
    0	-6	4	-2	-47	3	-5	-21	3	-4	15
CCOC(=O)C1(CCCc2ccccc2)CCN(C(=O)C2CCCO2)CC1 (centres undefined)
    4	-16	4	11	-16	-14	-20	19	1	-2	19
Cc1ccc(SCc2nc(-c3cccnc3)no2)cc1
    2	32	0	-1	-10	1	-28	-37	-15	-5	-5
CNC(=S)N/N=C(\C)c1ccc(C)c(C)c1
    -7	-21	-13	-16	1	3	0	0	0	4	7
CCOC(=O)Cc1csc(NC(=O)Cc2ccccc2)n1
    -9	14	12	-1	5	3	-22	-17	-13	-9	17
CC(C)CC(NC(=O)C1CCC(C)CC1)C(=O)NCc1ccco1 (centres undefined)
    3	-4	-11	11	-2	0	-9	2	28	0	10

# The listing, from the start:
# Values in the order – NOD2 RIPK2 PPI	NR5A2 inv ag	TWEAK-Fn14 inh	COUP-TFII inh	SRC1 inh	TLR9-MyD88 block	TROY NFkB inh	SRC2 inh	C8 TRAIL sens	LMP1 NFkB inh	SRC3 inh
O=C(Cn1c(=O)oc2ccccc21)NCc1ccco1
    0	-6	4	-2	-47	3	-5	-21	3	-4	15
CCOC(=O)C1(CCCc2ccccc2)CCN(C(=O)C2CCCO2)CC1 (centres undefined)
    4	-16	4	11	-16	-14	-20	19	1	-2	19
Cc1ccc(SCc2nc(-c3cccnc3)no2)cc1
    2	32	0	-1	-10	1	-28	-37	-15	-5	-5
CNC(=S)N/N=C(\C)c1ccc(C)c(C)c1
    -7	-21	-13	-16	1	3	0	0	0	4	7
CCOC(=O)Cc1csc(NC(=O)Cc2ccccc2)n1
    -9	14	12	-1	5	3	-22	-17	-13	-9	17
CC(C)CC(NC(=O)C1CCC(C)CC1)C(=O)NCc1ccco1 (centres undefined)
    3	-4	-11	11	-2	0	-9	2	28	0	10
CCNC(=O)C1CCCN1C(=O)C(CCCN=C(N)N)NC(=O)C(CC(C)C)NC(=O)C(Cc1cn(Cc2ccccc2)cn1)NC(=O)C(Cc1ccc(O)cc1)NC(=O)C(CO)NC(=O)C(Cc1c[nH]c2ccccc12)NC(=O)C(Cc1cnc[nH]1)NC(=O)C1CCC(=O)N1 (centres undefined)
    -3	3	-11	nt	-5	nt	9	nt	-12	nt	-23
CCCn1c(N)cc(=O)n(C)c1=O
    7	11	-4	10	2	0	12	-20	-8	-9	12
Cc1cccc2cc(=O)[nH]c(C)c12
    3	5	5	-10	0	-5	-6	-3	3	-2	8
O=C(NCCOc1ccccc1F)Nc1ccc(Br)cc1
    5	-53	6	-11	-118	-1	-34	-11	3	9	-34
O=C(NCC1CCCO1)Nc1cc(Cl)cc(Cl)c1 (centres undefined)
    6	-9	-10	7	-18	6	-14	-31	-3	2	11
COc1cccc(CN(C)CCCn2cnc3c(OC)ncnc32)c1
    2	-1	4	-15	6	0	-9	-5	-4	-2	4
COc1ccccc1NC(=O)N(Cc1ccc2c(c1)OCO2)Cc1nc2ccccc2c(=O)[nH]1
    2	13	10	-5	-40	-7	-1	4	-7	-3	-22
O=C(COC(=O)Cc1cccc(F)c1)NCCc1ccccc1
    1	14	-8	6	0	-3	-1	5	-3	-1	-13
Brc1cc(-c2ccccc2)nc(-c2ccccc2)n1
    -2	4	6	-17	-8	nt	-29	-42	41	nt	3
CCCN(Cc1nnc(-c2ccccc2Cl)o1)C(=O)c1ccc(C)c(S(=O)(=O)N2CCOCC2)c1
    -4	-11	-8	-10	-30	-13	-5	-3	21	-1	0
Cc1ccc2cc(NC(=O)CC(CC(=O)O)c3ccccc3)ccc2n1 (centres undefined)
    -12	6	-7	-5	-13	1	-8	11	-17	-4	3
C#CCSc1nnc(-c2ccc(OC)cc2)o1
    -4	-125	-9	-35	-112	1	-42	-35	92*	-16	-87
CC(C)C(=O)NNc1nc2ccccc2s1
    -6	-78	-15	-2	-45	-1	-37	-60	4	-33	-54
CC(C)(C)c1ccc(C(=O)Nc2ccc(Cl)cc2)cc1
    3	-107	-28	-12	-93	6	-79	-52	20	-28	-98

# Overlap with the part before: five compounds; new compounds follow.
# Values in the order – NOD2 RIPK2 PPI	NR5A2 inv ag	TWEAK-Fn14 inh	COUP-TFII inh	SRC1 inh	TLR9-MyD88 block	TROY NFkB inh	SRC2 inh	C8 TRAIL sens	LMP1 NFkB inh	SRC3 inh
CCCN(Cc1nnc(-c2ccccc2Cl)o1)C(=O)c1ccc(C)c(S(=O)(=O)N2CCOCC2)c1
    -4	-11	-8	-10	-30	-13	-5	-3	21	-1	0
Cc1ccc2cc(NC(=O)CC(CC(=O)O)c3ccccc3)ccc2n1 (centres undefined)
    -12	6	-7	-5	-13	1	-8	11	-17	-4	3
C#CCSc1nnc(-c2ccc(OC)cc2)o1
    -4	-125	-9	-35	-112	1	-42	-35	92*	-16	-87
CC(C)C(=O)NNc1nc2ccccc2s1
    -6	-78	-15	-2	-45	-1	-37	-60	4	-33	-54
CC(C)(C)c1ccc(C(=O)Nc2ccc(Cl)cc2)cc1
    3	-107	-28	-12	-93	6	-79	-52	20	-28	-98
COc1cccc(N2CCN(C(=O)c3c(C)nn(-c4ccccc4)c3C)CC2)c1
    -17	-14	4	-3	6	-8	-5	-19	-21	2	6
OCCCCC#Cc1c(-c2ccsc2)sc2ccccc12
    -6	16	-2	-4	-4	2	-16	6	-12	-4	4
Cc1cccc(N2CCN(Cc3cnc(Cl)s3)CC2C)c1 (centres undefined)
    -13	3	3	-1	-9	3	-6	15	7	-1	-4
CCOCCc1nnc(NC(=O)Cc2c(F)cccc2Cl)s1
    -3	-25	-1	0	-1	-2	25	-5	0	6	19
CCCn1c(C(C)Nc2nc(-c3ccc(C)cc3)cs2)nc2ccccc21 (centres undefined)
    -16	-4	-3	-2	-11	1	-4	-1	11	-8	-3
CCOc1ccc(N(CC(=O)NCC2CCCO2)S(=O)(=O)c2ccc(Cl)cc2)cc1 (centres undefined)
    -3	20	10	12	2	0	2	-7	-4	-4	2
Cc1c(NC(=O)c2noc3c2CCc2ccccc2-3)c(=O)n(-c2ccccc2)n1C
    -1	0	-1	20	-33	-5	-9	-3	1	1	-11
O=C(Nc1ncn[nH]1)c1ccc(Cl)c(S(=O)(=O)Nc2ccc(Cl)cc2)c1
    -6	19	25	6	-19	9	-5	36	14	2	26
COc1ccc(C(=O)C2CCCN(C(=O)COc3ccc(C(C)=O)cc3)C2)cc1F (centres undefined)
    0	1	1	14	-3	-1	14	1	-2	3	-7
O=C(CNC(=O)c1cccc(N2C(=O)c3ccccc3C2=O)c1)Nc1ccc(F)c(F)c1
    -1	11	-19	0	-10	0	-7	-5	-6	2	-1
C=CCc1cccc2cc(C(=O)N3CCN(C(=O)c4ccco4)CC3)c(=O)oc12
    1	8	-20	0	15	4	9	12	2	0	19
Cc1ccc(C(=O)Nc2cc(Cl)ccc2N2CCCCC2)s1
    -1	9	7	21	-17	0	2	17	7	-1	-9
COc1ccc(/C=N/NC(=O)c2c(C)nnn2-c2nonc2N)cc1OC
    6	-25	-24	-19	6	-1	5	9	-3	0	-18
NS(=O)(=O)c1ccc(C(=O)Nc2ccc(-c3nc4cccnc4s3)cc2)cc1
    -11	-105	-57	-31	-56	6	-48	-31	9	-15	-99
CCc1nccn1S(=O)(=O)c1cc(Br)ccc1OC
    -15	14	12	-15	-13	-6	9	8	0	-3	7
COCCN(CC(=O)Nc1cccc(C)c1C)C(=O)c1cc(S(=O)(=O)N2CCCC2)ccc1C
    0	4	0	-22	-6	-2	8	-27	6	0	-3
OC(CNCCc1ccc(Cl)cc1)COc1ccc2ccccc2c1 (centres undefined)
    0	3	-12	-5	-1	-10	-8	13	-3	-13	3
Cc1ccc(-c2nc(CS(=O)CC(=O)NCc3ccccc3)c(C)o2)cc1 (centres undefined)
    -3	8	-4	10	15	3	10	-17	-2	-5	14
C#Cc1ccc(C(=O)Nc2ccc(N3CCC(C)CC3)c(C(N)=O)c2)cc1
    -4	-6	-24	10	0	-6	-7	-3	-3	-26	1
NS(=O)(=O)c1ccc(NC(=O)CN2CCN(S(=O)(=O)c3ccc(F)cc3)CC2)cc1
    -4	38	0	13	4	5	-8	-2	5	-1	1

# As entered above:
# NR5A2 inv ag result of Cc1cccc(N2CCN(Cc3cnc(Cl)s3)CC2C)c1 (centres undefined) → 3
# SRC3 inh result of NS(=O)(=O)c1ccc(NC(=O)CN2CCN(S(=O)(=O)c3ccc(F)cc3)CC2)cc1 → 1

# (further entries)
# Values in the order – NOD2 RIPK2 PPI	NR5A2 inv ag	TWEAK-Fn14 inh	COUP-TFII inh	SRC1 inh	TLR9-MyD88 block	TROY NFkB inh	SRC2 inh	C8 TRAIL sens	LMP1 NFkB inh	SRC3 inh
O=C(NC1CCCC1)c1ccccc1-c1ccccc1
    -22	5	6	19	-63	3	7	3	-3	-5	9
NS(=O)(=O)c1ccc(N2N=C(c3ccccc3)CC2c2cccc(Br)c2)cc1 (centres undefined)
    -16	20	20	7	11	-24	41	14	0	7	11
COc1ccc(Cl)cc1S(=O)(=O)N(C)CC(=O)NCc1ccccn1
    -7	10	17	0	8	3	-7	14	-6	-9	-5
C/C(N)=C(/C#N)C(=O)COC(=O)C1Cc2ccccc2CN1S(C)(=O)=O (centres undefined)
    5&-1	-1&4	-12&-5	6&11	-13&-4	10&-11	-3&5	-2&-3	-6&8	3&-11	-1&-4
COCCN(C(=O)COC(=O)C1COc2ccccc2O1)c1c(N)n(Cc2ccccc2)c(=O)[nH]c1=O (centres undefined)
    8	1	10	-13	-8	-2	-7	22	-5	0	-1
Cc1cc(C)cc(NC(=O)N2CCCC2C(=O)Nc2ccc(-n3cnnn3)c(C)c2)c1 (centres undefined)
    -3	-9	-13	-8	-5	-10	15	-12	-6	1	-1
CC(C)c1ccc2occ(-c3nn[nH]n3)c(=O)c2c1
    5	13	-2	3	13	-2	-3	9	5	26	17
Cc1ccc(C(=O)NCc2nnc(SCC(=O)Nc3sc4c(c3C#N)CCCC4)n2C)cc1
    -8	4	-6	-5	1	1	-6	8	-2	-6	-1
CCN1C(=O)N[C@@H](CCc2ccccc2)C(C(C)=O)=C1C
    6	-18	3	-24	0	-7	7	-3	-14	-8	13
Cc1cc(-n2c(C)cc(C(=O)CSc3nnnn3-c3ccc(Cl)cc3)c2C)no1
    1	19	-11	2	12	-10	18	0	-16	-2	5
COc1ccccc1NC(=S)NC(NC(=O)c1ccco1)C(Cl)(Cl)Cl (centres undefined)
    -5	4	10	9	-5	3	18	-1	3	-4	0
COc1ccc(NC(=O)CN(C)CC(=O)Nc2ccc(Cl)cc2F)cc1
    -12	0	-15	3	3	7	-9	-30	-13	-4	8
COc1cccc(C2c3c(oc4ccccc4c3=O)C(=O)N2CCCN(C)C)c1OC (centres undefined)
    8	-1	22	16	-24	3	-20	8	5	0	2
